Source: PubChem BioAssay
Rad51 HR inh: Rad51 (human) homologous recombination inhibition; hRad51 DNA strand exchange, fluorescence dequenching; AID 1385; 200,000 tested, 0.085% active; inhibition, % at 10 µM; Q06609;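 active = inhibition above 40% at the single screening dose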;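 also: 0% = DMSO control wells and 100% = blanks with heterologous ssDNA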
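Test system: preformed human Rad51 ssDNA filaments. Compound dosing: single dose, 10 µM final compound. Incubation: filaments 15 min 37 °C, then compound 30 min. Technique: FRET fluorescence dequenching, excitation 485 nm, emission 520 nm. Read-out basis: percent inhibition from fluorescence, normalised to plate control and blank means. Benchmarks: plate controls and plate blanks.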
TNF necrop inh: blocks TNF-alpha induced death of Jurkat FADD-/- cells; Jurkat FADD-/- TNF necroptosis rescue, ATP luminescence, 24 h; 0 = TNF only, 100 = no-TNF cells; activation (protection from cell death), % at 10 µM; 220,000 tested, 0.068% active;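 active = activation, meaning protection from cell death, of at least 50% relative to plate controls; inactive = activation below 50%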;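 also: necroptosis triggered by 40 ng/mL TNF-alpha added together with compound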
EBV gp42 inh: blocks Epstein-Barr virus glycoprotein 42 binding; Fluorescence polarization binding assay, mP read-out; inhibition, % (tested at 21.74 µM); 220,000 tested, 0.42% active; AID 1085; in the data active = inhibition above about 50%
m-calpain inh: calpain II (pig) inhibition; purified calpain II, fluorogenic peptide substrate, 30 min; inhibition, % at 16 µM; 220,000 tested, 0.37% active;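 active = inhibition above about 50%, limit read from the data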
eIF4E-4G inh: blocks eIF4E binding to eIF4G; inhibition, % at 21.7 µM; TR-FRET eIF4E-eIF4GI(517-606) binding, 2 h; AID 782; 220,000 tested, 0.37% active;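 active = inhibition above about 30%, limit read from the data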;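 also: 0% = full FRET control wells and 100% = background wells lacking eIF4GI fragment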
PERK inhibitor: inhibitors of human PERK kinase; inhibition, % at 5.6 µM; 220,000 tested, 0.17% active; CHO PERK-DD fusion, SEAP luminescence translation reporter; Q9NZJ5;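 active = inhibition above the mean inhibition of all tested compounds plus 3 SD, set separately per screening campaign, cut at about 2.9% in these data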;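 also: PERK kinase domain activated by AP20187 dimerizer at 100 nM; 0% = DMSO with dimerizer and 100% = rapamycin at 8.4 µM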
Target sequence (Q9NZJ5 whole entry, looked up, the tested form may be a part): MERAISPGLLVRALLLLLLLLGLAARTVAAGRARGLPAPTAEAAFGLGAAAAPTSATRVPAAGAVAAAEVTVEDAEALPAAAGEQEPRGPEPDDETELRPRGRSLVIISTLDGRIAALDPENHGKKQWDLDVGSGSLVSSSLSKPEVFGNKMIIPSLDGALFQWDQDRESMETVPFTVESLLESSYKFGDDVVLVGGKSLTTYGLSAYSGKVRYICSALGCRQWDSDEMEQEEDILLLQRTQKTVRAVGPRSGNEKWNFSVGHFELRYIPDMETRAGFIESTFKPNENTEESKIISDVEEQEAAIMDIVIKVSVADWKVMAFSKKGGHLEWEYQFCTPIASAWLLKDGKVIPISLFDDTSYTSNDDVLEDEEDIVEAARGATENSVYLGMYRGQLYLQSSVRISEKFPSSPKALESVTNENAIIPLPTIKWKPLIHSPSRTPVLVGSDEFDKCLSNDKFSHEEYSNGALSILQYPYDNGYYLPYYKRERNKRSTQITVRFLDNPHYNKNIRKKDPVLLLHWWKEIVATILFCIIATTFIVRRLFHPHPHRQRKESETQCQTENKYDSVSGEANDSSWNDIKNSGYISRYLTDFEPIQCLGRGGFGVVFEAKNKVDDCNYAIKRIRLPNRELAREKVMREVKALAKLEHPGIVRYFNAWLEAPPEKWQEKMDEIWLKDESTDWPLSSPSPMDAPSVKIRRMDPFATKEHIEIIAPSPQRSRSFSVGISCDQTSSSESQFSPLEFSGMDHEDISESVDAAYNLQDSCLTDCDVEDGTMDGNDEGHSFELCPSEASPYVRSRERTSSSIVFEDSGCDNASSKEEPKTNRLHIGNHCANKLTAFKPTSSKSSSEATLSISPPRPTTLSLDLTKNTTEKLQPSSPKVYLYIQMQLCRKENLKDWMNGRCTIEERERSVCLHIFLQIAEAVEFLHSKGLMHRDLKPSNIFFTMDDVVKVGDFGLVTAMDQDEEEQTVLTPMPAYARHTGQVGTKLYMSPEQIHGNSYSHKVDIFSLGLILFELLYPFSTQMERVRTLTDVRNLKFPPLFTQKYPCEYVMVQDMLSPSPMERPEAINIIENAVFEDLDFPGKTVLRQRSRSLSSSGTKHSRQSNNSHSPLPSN
L929 necroptosis: blocks zVAD induced death of L929 cells; L929 zVAD necroptosis rescue, ATP luminescence, 24 h; with zVAD 60 µM; viability rescue, % at 10 µM; 220,000 tested, 0.38% active;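 active = activation, scaled between plate controls, above about 75%, limit read from the data; inactive = activation under that limit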;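 also: 0% = zVAD with DMSO and 100% = DMSO alone without zVAD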
Mdm2 ligase inh: blocks human Mdm2 ubiquitin ligase activity. signal enhancement, % at 5 µM. cell-based MDM2 ubiquitination luciferase reporter, 2 h; 0 = plate control, 100 = twice control, blank-subtracted. 210,000 tested, 0.11% active. Q00987;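 active = signal enhancement of 30% or more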;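 also: luminescence tracks abundance of the self-degrading MDM2-luciferase fusion protein; higher signal means inhibition of MDM2 E3 ligase activity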
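Timing – 2 h compound exposure at 37 °C · Assay system – mammalian cells stably expressing self-ubiquitinating, self-degrading MDM2 E3–luciferase fusion · Amount – 2000 cells seeded into each well · Measure – % luminescence enhancement versus blank-corrected plate control mean · Measured by – SteadyLite luminescence, 15 min reagent step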
Cl transport mod: modulators of human KCC2 chloride dependent transport; KCC2 cells, thallium flux FluoZin-2 fluorescence; 190,000 tested, 2.2% active; B-score of Tl+ flux slope (higher = more flux/activation; lower = inhibition) at 10 µM; AID 1456;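 active = thallium flux slope and its plate-corrected score both differing from the plate sample mean at a set confidence after two filtering rounds, in either direction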;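 also: slope of fluorescence scaled to starting intensity during 10 to 20 s after thallium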
Numbers without * were called inactive; nt = no result given; & = joins results of further samples; [ ] = another dose, or the depositor's remark.

SMILES	Rad51 HR inh	TNF necrop inh	EBV gp42 inh	m-calpain inh	eIF4E-4G inh	PERK inhibitor	L929 necroptosis	Mdm2 ligase inh	Cl transport mod
CCOC(=O)N1CCN(C(=O)CN(C2CCCCC2)S(C)(=O)=O)CC1	-11	-1.0	-7	-42	0	-0.4	0.1	-9	nt
Cc1ccc(Nc2nc3nonc3nc2N(C)C)cc1	-1	-2.4	-4	22	3	-0.9	-0.1	-14	-1
CC(C)(C)C(=O)NC1CCN(C(=O)N2CCCC2)CC1	-2	-0.5	-9	-28	-2[fluorescence artefact?]	1.0	0.3	-15	0.31
OCC1CCCCN1C(=S)Nc1cccc(Cl)c1 (configuration not stated)	13	0.4	-10	-8	-4	0.3	1.1	-4	-0.1
COC(=O)c1cc2c(s1)CS(=O)C2 (configuration not stated)	5	0.1	-13	-7	11	1.2	0.5	14	-0.015
S=C1NC[C@H](c2ccccc2)N1CC1CCCCC1	1	-0.6	0	24	0	0.6	-0.3	nt	0.26
CCOc1ccc(C2c3[nH]c4ccccc4c3CCN2C(=O)Cn2cncn2)cc1 (configuration not stated)	-1	0.9	-7	-60	-4	-0.2	-1.3	4	nt
O=C(Nn1c(=O)[nH]c2ccccc2c1=O)c1ccco1	3	0.0	-12	-8	-3[fluorescence artefact?]	0.0	0.6	-3	-0.0033
Cc1csc(NC(=O)c2ccco2)c1C(=O)c1ccccc1	nt	0.2	-20	-12	10	0.7	1.1	3	0.079
Cc1cc(N2CCN(C(c3ccccc3)c3ccc(Cl)cc3)CC2)n2ncnc2n1 (configuration not stated)	nt	-3.4	-3	-49	1	-0.5	nt	nt	-0.61
CC(C)CC(=O)Nc1ccccc1-c1nnn(CC(=O)N2CCc3ccccc3C2)n1	6	0.4	-2	8	11	-1.0	0.4	-16	-3.8*
COc1ccc2c(c1)c(CC(=O)OCC(N)=O)c(C)n2C(=O)c1ccc(Cl)cc1	16	0.9	-5	-14	7	0.1	-0.8	nt	0.93
CN(C)CCNc1oc(COc2ccc(Cl)cc2)nc1C#N	-6	0.8	-4	10	2	0.8	-0.2	13	nt
Cc1cccc(-n2c(Cn3nc(C)c([N+](=O)[O-])c3C)n[nH]c2=S)c1	8	-0.2	-2	5	5[fluorescence artefact?]	0.8	0.7	0	-0.13
O=C(CC(CC(=O)c1ccccc1)C(=O)O)c1ccccc1	2	0.5	-15	-23	-9	1.7	-0.2	-30	nt
Cc1cc(NC(=O)Cn2c(C)nc3ccccc3c2=O)ccc1Br	12	1.5	-13	-2	-1[fluorescence artefact?]	-1.4	0.2	-9	-0.48
CCOC(=O)c1cn(CC2CC2)c2cc(F)c(F)cc2c1=O	nt	-0.8	-27	-7	5	0.5	0.0	-5	-0.051
COc1ccccc1-n1nc(C(=O)Nc2ccc3c(c2)OCO3)c2ccccc2c1=O	26	-0.2	9	23	-2	-0.2	-0.2	-6	-0.032
O=C(COC(=O)C1=COCCO1)Nc1ccccc1Oc1ccccc1	-4	-1.0	-12	-7	-9	1.2	0.2	-10	-4.8
CCC(Sc1nc2n[nH]c(C)c2c(=N)n1-c1cccc(Cl)c1C)C(=O)N(CC)CC (configuration not stated)	-9	-3.2	-8	3	-9	0.2	-0.5	-13	-0.1
O=C(Cn1c(=O)oc2cc(S(=O)(=O)N3CCCC3)ccc21)N1CCCC1	-5	-0.4	5	-6	2	0.3	0.7	-5	nt
CCN1CCC[C@H]1CNC(=O)c1c(O)c(Cl)cc(Cl)c1OC	0&-9	nt	-11	6	2	2.0	nt	nt	-0.19
CCOC(=O)c1c(NC(=O)c2nn(C)cc2[N+](=O)[O-])sc(C)c1C	-10	-1.5	1	6	1	0.3	-0.9	3	0.17
CCOC(=O)C1CCN(C(=O)C(C)Sc2ccc(Cl)cc2)CC1 (configuration not stated)	-8	0.2	-9	-9	-1	-0.6	0.0	nt	0.31
CC(C)C1Nc2ccc(S(N)(=O)=O)cc2C2C=CCC21 (configuration not stated)	-3	-1.3	0	-23	-1	1.7	-0.2	8	-0.22
O=C(COc1ncnc2cc([N+](=O)[O-])ccc12)NCCc1ccc(Cl)cc1	3	-0.5	-12	-12	7	0.0	-0.4	-17	-1.9
O=C(CCc1nc(-c2ccccc2)c(-c2ccccc2)o1)OCc1ccc(Br)cc1	4	1.2	0	-26	-2	1.3	0.5	-9	nt
CC(CCc1ccccc1)NC(=O)c1ccco1 (configuration not stated)	7	-1.0	4	27	-2	1.0	0.2	-13	1.7
COC(=O)c1scc(C)c1NC(=O)Nc1ccccc1	-3	-2.1	-16	25	-8	0.3	0.3	6	1.8
CCCCOc1ccc(C(C)NC(=O)CCS(=O)(=O)Cc2ccccc2F)cc1 (configuration not stated)	6	2.0	-14	7	-6	0.9	0.6	-13	0.8

Single records (already shown). Order of screens: Rad51 HR inh	TNF necrop inh	EBV gp42 inh	m-calpain inh	eIF4E-4G inh	PERK inhibitor	L929 necroptosis	Mdm2 ligase inh	Cl transport mod
`CCCCOc1ccc(C(C)NC(=O)CCS(=O)(=O)Cc2ccccc2F)cc1` (configuration not stated) as listed: 6	2.0	-14	7	-6	0.9	0.6	-13	0.8
`O=C(Cn1c(=O)oc2cc(S(=O)(=O)N3CCCC3)ccc21)N1CCCC1` as listed: -5	-0.4	5	-6	2	0.3	0.7	-5	nt
`CC(CCc1ccccc1)NC(=O)c1ccco1` (configuration not stated) as listed: 7	-1.0	4	27	-2	1.0	0.2	-13	1.7
`CC(C)C1Nc2ccc(S(N)(=O)=O)cc2C2C=CCC21` (configuration not stated) as listed: -3	-1.3	0	-23	-1	1.7	-0.2	8	-0.22
`COC(=O)c1scc(C)c1NC(=O)Nc1ccccc1` as listed: -3	-2.1	-16	25	-8	0.3	0.3	6	1.8

Sorted by number of heavy atoms (largest number first): some entries from above
SMILES	Rad51 HR inh	TNF necrop inh	EBV gp42 inh	m-calpain inh	eIF4E-4G inh	PERK inhibitor	L929 necroptosis	Mdm2 ligase inh	Cl transport mod
O=C(CCc1nc(-c2ccccc2)c(-c2ccccc2)o1)OCc1ccc(Br)cc1	4	1.2	0	-26	-2	1.3	0.5	-9	nt
O=C(Cn1c(=O)oc2cc(S(=O)(=O)N3CCCC3)ccc21)N1CCCC1	-5	-0.4	5	-6	2	0.3	0.7	-5	nt
COC(=O)c1scc(C)c1NC(=O)Nc1ccccc1	-3	-2.1	-16	25	-8	0.3	0.3	6	1.8

The listing continues:
SMILES	Rad51 HR inh	TNF necrop inh	EBV gp42 inh	m-calpain inh	eIF4E-4G inh	PERK inhibitor	L929 necroptosis	Mdm2 ligase inh	Cl transport mod
COC(=O)CCC(=O)OC1(C)C(=O)C2=CN(CCCOC(C)C)C(c3ccc(OC)cc3)=CC2=C(Br)C1=O (configuration not stated)	-9	2.3	35	-33	-1	nt	-1.0	17	0.12
CCOc1cccc(C=Nc2cc(C)cc(C)c2O)c1O	2	-2.8	-6	-31	8	1.1	-0.3	-34	-1.1
CCn1c(=O)c(C(=O)NCc2ccc(OC)cc2)c(O)c2ccccc21	1	-0.1	-18	-7	-2	0.1	-0.1	nt	0.27
N#Cc1c(-c2ccccc2)cc(-c2ccccc2)nc1SCC(=O)NCC(=O)O	5	1.9	-11	-3	5	0.5	0.1	-11	0.081
CCOC(=O)CN(c1ccccc1)S(=O)(=O)c1ccc(F)cc1	-5	0.4	-14	-23	5	0.4	1.9	12	-0.02
O=C(O)CSc1nc2sc3c(c2c(=O)n1-c1ccccc1)CCC3	7	2.6	-13	-17	-8	0.3	0.1	-6	-0.55
CCOc1ccc(CNC(=O)c2ccc(Sc3ccc(Cl)cc3)c(NC(C)=O)c2)cc1	6	3.7	-12	22	-1[fluorescence artefact?]	-0.4	0.5	7	-0.49
O=C(c1ccc(Cl)cc1)c1cnc(Nc2ccccc2Cl)s1	-3	5.4	-15	-61	-29	-0.1	1.0	-12	0.2
COc1ccc(N2CCN(C(=S)NC(C)c3ccccc3)CC2)cc1 (configuration not stated)	10	0.6	5	-80	3	0.8	2.4	-7	0.024
O=c1c2ccsc2ncn1Cc1ccc(Cl)cc1	-2	35	-12	21	-1	0.6	0.8	-8	nt
O=C(COC(=O)CCS(=O)(=O)c1ccc(Cl)cc1)NCCc1ccccc1	-7	2.1	-3	-2	6	0.9	0.9	-5	0.031
CCCCOc1ccc(C(=O)N/C(=C\c2cccc([N+](=O)[O-])c2)C(=O)OCc2ccco2)cc1	-4	2.4	4	-6	6	1.5	0.3	-2	-0.9
CC(C)C[C@H](NC(=O)c1nc[nH]c1C(=O)N1CCN(C(=O)OC(C)(C)C)CC1)C(=O)OC(C)(C)C	-3	-1.6	-10	20	5	0.2	-0.5	nt	-0.088
CCN1CCCC1Cn1cnc2c([nH]c3ccc(C)cc32)c1=O (configuration not stated)	nt	1.7	-10	-169	-6	-1.0	0.6	-16	0.33
Fc1ccc(NC(=S)Nc2ccccc2N2CCOCC2)cc1Cl	-2	0.4	3	2	-5	1.5	0.2	5	-0.3
O=C1CC(c2ccccc2F)c2cc3c(cc2N1)CCC3 (configuration not stated)	nt	-17	-6	-7	6[fluorescence artefact?]	-0.1	1.9	10	-0.13
N#Cc1ccccc1/C=N/Nc1nc(-c2ccccc2)c2cc(Br)ccc2n1	-2	-8.7	-31	-83	-4	-0.1	-0.1	-9	0.014
CCOC(=O)CNC(=O)CN1CCCN(S(=O)(=O)c2ccc(Br)s2)CC1	nt	-3.6	-5	-31	1	-0.9	-0.3	3	0.76
COc1ccc(N(CC(=O)Nc2cccc(C)c2C)S(=O)(=O)c2c(C)n[nH]c2C)cc1	0	-1.5	1	34	-2[fluorescence artefact?]	0.0	0.4	-15	nt
COc1cccc(CN=C2Nc3ccccc3CS2)c1	16	2.5	-14	-7	0	0.4	0.2	-10	-0.45
CCCCC(=O)Nc1ccc(C(=O)c2ccccc2)cc1	-7	2.3	3	53*	9	-1.3	6.5	-46	-0.12
O=C(O)Cn1nc(-c2ccc(F)cc2)oc1=O	2	0.0	6	22	3[fluorescence artefact?]	-0.3	0.7	-12	nt
COc1ccc(/C=C/C(=O)OCC(=O)c2ccc3c(c2)NC(=O)CO3)c(OC)c1	3	-1.7	-8	-25	6	-0.1	1.9	2	-1.6
Cc1cc(C)c[n+](-c2nc3ccccc3nc2C(=C=[N-])C#N)c1	-27	-9.0&-7.4	-8&-20	-407	0&-10	0.1&0.4	-1.3&-1.3	-6&5	0.085&0.0037
O=C(Oc1ccc([N+](=O)[O-])cc1)c1cccnc1	nt	0.3	-10	-3	-6	1.2	7.2	-8	-0.21
Cc1cccc(NC(=S)N2N=CCC2c2ccccc2)c1 (configuration not stated)	3	11	-3	-54	-4	-0.4	0.6	nt	nt
O=C(NCc1cccnc1)c1ccc(=O)oc1	-9	-1.3	-1	25	-3	0.0	-0.6	1	0.35
COc1ccccc1/C=C/C=N/NC(=O)CN1CCN(S(=O)(=O)c2ccc(C)cc2)CC1	-5	-1.3	0	-3	-4	-0.8	0.9	-9	-0.59
CC(C)N1CCN(Cc2ccc(OCc3ccccc3)cc2)CC1CCO (configuration not stated)	-3	3.9	-15	1	3	-0.4	-1.0	-7	-0.73

Compounds as they come. Share with any hit: about 3.6%.
